# Assay outcomes deposited in PubChem by several laboratories.
# E coli RNAP = Escherichia coli RNA polymerase inhibition. E. coli RNA polymerase, fluorescence transcription assay. hit rate 0.2% among 62,000. inhibition, %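 (tested at 10 µM)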. AID 559; in the data active means inhibition above about 20%;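 further: 0% = enzyme without compound and 100% = no enzyme blank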
# Target sequence (P0A8V2 whole entry, looked up): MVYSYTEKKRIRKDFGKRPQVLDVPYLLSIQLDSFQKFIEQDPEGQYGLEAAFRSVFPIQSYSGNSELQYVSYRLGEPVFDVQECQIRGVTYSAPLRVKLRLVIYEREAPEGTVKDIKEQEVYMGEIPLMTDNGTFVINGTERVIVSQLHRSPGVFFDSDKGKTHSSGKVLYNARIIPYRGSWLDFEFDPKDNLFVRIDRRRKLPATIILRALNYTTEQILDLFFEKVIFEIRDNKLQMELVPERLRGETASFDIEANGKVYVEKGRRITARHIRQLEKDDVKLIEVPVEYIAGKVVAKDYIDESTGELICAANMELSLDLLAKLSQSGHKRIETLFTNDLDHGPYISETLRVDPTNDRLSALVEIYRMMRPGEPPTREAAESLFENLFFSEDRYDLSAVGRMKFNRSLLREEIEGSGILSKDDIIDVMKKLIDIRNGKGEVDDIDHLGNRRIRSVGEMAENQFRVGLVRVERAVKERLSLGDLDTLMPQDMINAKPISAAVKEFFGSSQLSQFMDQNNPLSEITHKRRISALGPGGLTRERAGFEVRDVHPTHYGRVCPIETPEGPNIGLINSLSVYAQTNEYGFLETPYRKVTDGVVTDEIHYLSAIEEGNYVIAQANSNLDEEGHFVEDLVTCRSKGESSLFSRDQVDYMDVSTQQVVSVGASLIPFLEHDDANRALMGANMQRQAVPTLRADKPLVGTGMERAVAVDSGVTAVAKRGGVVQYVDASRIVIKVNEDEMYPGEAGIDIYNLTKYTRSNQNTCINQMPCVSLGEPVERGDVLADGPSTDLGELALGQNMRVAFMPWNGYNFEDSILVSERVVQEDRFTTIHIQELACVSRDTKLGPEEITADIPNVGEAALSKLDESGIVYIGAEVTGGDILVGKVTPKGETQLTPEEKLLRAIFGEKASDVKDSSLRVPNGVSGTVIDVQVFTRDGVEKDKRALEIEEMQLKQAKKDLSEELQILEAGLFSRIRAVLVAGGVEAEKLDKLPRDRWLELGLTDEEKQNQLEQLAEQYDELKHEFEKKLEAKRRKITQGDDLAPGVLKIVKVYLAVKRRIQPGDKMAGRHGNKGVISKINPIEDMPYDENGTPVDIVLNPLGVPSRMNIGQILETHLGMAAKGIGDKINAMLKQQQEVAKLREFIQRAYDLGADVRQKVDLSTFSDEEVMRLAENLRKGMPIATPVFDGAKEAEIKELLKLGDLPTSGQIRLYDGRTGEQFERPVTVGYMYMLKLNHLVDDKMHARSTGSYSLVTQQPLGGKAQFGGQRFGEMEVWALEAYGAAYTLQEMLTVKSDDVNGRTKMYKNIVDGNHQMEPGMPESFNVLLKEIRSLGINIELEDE
# 5HT1a ag = agonists of human 5-HT1a serotonin receptor | CHO 5-HT1a Ga15 NFAT-bla reporter, FRET ratio; 0% basal, 100% maximal reference agonist | activation, % at 10 µM | hit rate 0.56% among 65,000;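 active means activation above the screen-wide mean activation plus 3 SD, cut at about 19% in these data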;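 further: 0% = DMSO wells and 100% = 5-CT at EC100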
# M1 antagonist = blocks the rat M1 muscarinic receptor response to acetylcholine; P08482; CHO-M1 cells, Fluo-4 calcium, ACh EC80 antagonist mode; stronger effect = lower value; B-score at 10 µM; hit rate 3.4% among 64,000; AID 628;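 active means calcium fluorescence response, raw or row-and-column corrected B-score, differing from the plate sample mean either way at a set confidence level, mostly lower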
# Autofluor 339 = intrinsic fluorescence of library compounds, ex339/em460 – biochemical, MLSMR library, data from DPM-DC assay, artefact control, profiling panel; compound autofluorescence, ex339/em460 nm, NADH buffer; stronger effect = higher value; 1 = no-compound wells, NADH background; AID 709; hit rate 5.5% among 65,000; fluorescence fold increase at 10 µM;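 active means at 10 µM, mean starting fluorescence two-fold or more over control wells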;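 further: signal is the first read of a kinetic run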
# D1 mod = allosterically modulates the human D1 dopamine receptor | hit rate 5.9% among 58,000 | HEK293 D1, CRE-luciferase, dopamine EC30 potentiation; actives deviate in either direction | B-score at 10 µM | P21728;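 active means luminescence count or its row- and column-corrected plate score outside the 99.7% band of the plate's sample wells, on either side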
# Hsp90 inh = displaces geldanamycin probe from tumor Hsp90; P07900; NCI-N417 lysate Hsp90, Cy3B-geldanamycin FP displacement; inhibition, % at 30 µM; hit rate 0.35% among 64,000;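 active means inhibition above 50%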;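 further: 0% = tracer plus lysate wells and 100% = tracer alone without lysate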
# NADH coupling = inhibitors of enzymes used to reach an NAD/NADH endpoint | coupled PK/LDH NADH assays, four targets | IC50, µM (doses to about 10 µM), for inactives: at the top dose inhibition | hit rate 0.02% among 65,000 | AID 774;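 active means single-dose screening hits from any of four coupled enzyme assays that gave an IC50 when retested across doses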;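 further: the DPM-DC format reads NADH fluorescence rather than 340 nm absorbance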
# Her2 expr inh = inhibitors of human Her2 kinase expression; SKBR-3 HER2 protein level, AlphaScreen, 18-24 h; stronger effect = lower value; hit rate 0.69% among 65,000; HER2 level % of control, % at 10 µM; P04626;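 active means HER2 level under 5% of the carrier-only control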;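 further: 100% = DMSO carrier and 0% = 500 nM PU-H71 HSP90 inhibitor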
# M1 ag = activates the M1 muscarinic receptor. CHO-M1 cells, Fluo-4 calcium fluorescence, agonist mode; stronger effect = higher value. AID 626. hit rate 3% among 64,000. B-score at 10 µM;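 active means fluorescence rise, raw or as B-score row- and column-corrected plate score, outside the 99.7% band of its plate's samples, either direction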
# Numbers without * were called inactive; · = not tested or not shown; [ ] = remark or other dose.
SMILES,E coli RNAP,5HT1a ag,M1 antagonist,Autofluor 339,D1 mod,Hsp90 inh,NADH coupling,Her2 expr inh,M1 ag
CCOC(=O)c1c(C)[nH]c(C(=O)COC(=O)c2cnc(C)cn2)c1C,4,-0.7,-1.1,1,0.75,-4,9%,110,-0.96
Cc1ccc(-c2cc(C(F)F)n3ncc(C(=O)N4CCN(c5ccccn5)CC4)c3n2)cc1,12,-0.2,0.065,1.2,2.8,-1,3%,47,0.55
Cc1ccc2cc(CN(CC(C)C)C(=O)C3CCCO3)c(=O)[nH]c2c1 (centres undefined),-4,0.2,0.61,1.2,-1.7,-10,3%,60,0.55
O=C(O)C1C2C=CC3(O2)C1C(=O)N1c2ccccc2C2OCCC2C13 (centres undefined),5,0.0,1.2,1.1,1.1,-5,5%,109,-0.39
O=C(CSc1nc(-c2ccco2)cc(C(F)(F)F)n1)Nc1ccc(C(=O)N2CCCCC2)cc1,4,-3.4,-1.1,1.2,·,-2,3%,68,6.7*
CCOC(=O)NC1(C(F)(F)F)C(=O)N(Cc2ccccn2)C2=C1C(=O)CC(C)(C)C2 (centres undefined),-3,-3.0,0.42,1.1,0.97,-7,8%,95,0.7
CSc1ncccc1C(=O)OCC(=O)c1cc2ccccc2o1,2,-0.1,-0.4,1.1,0.13,·,4%,130,-0.83
Cc1ccc(Nc2cc(C)nc3ncnn23)c(Cl)c1,7,-0.3,0.59,1.1,-0.71,-2,1%,94,0.46
COC(=O)CNC(=O)c1ccc(=O)oc1,-1,-2.2,-0.011,1.1,-0.031,-1,4%,102,0.57
O=C(NCc1ccco1)C1CN(S(=O)(=O)c2ccccc2)CCN1S(=O)(=O)c1ccccc1 (centres undefined),·,1.4,-0.37,1,0.71,-18,7%,99,1.3
COc1ccc(C)cc1S(=O)(=O)N(CC(=O)N1CCCC1)c1ccccc1,3,1.5,0.54,1.1,-0.53,-6,5%,91,1.1
Cc1cc(C(=O)OCC(=O)N2CCN(c3ccccc3)CC2)c2ccccc2n1,-2,6.5,-1,1.1,-1.2,-3,7%,88,-0.73
CCCc1cc(C(=O)Nc2cc(C)nn2-c2ccccc2)no1,1,-1.7,-0.049,1.1,0.22,-2,5%,106,0.018
O=C(Nc1cccnc1)c1ccc(COCC(F)(F)F)cc1,2,-1.7,0,1,-0.66,-1,2%,101,0.0053
Cc1ccsc1C=Nc1ccc(O)cc1,·,-3.1,0.18,1.1,0.04,13,0%,77,-0.41

# Pulled by structure from above (5):
SMILES,E coli RNAP,5HT1a ag,M1 antagonist,Autofluor 339,D1 mod,Hsp90 inh,NADH coupling,Her2 expr inh,M1 ag
Cc1cc(C(=O)OCC(=O)N2CCN(c3ccccc3)CC2)c2ccccc2n1,-2,6.5,-1,1.1,-1.2,-3,7%,88,-0.73
O=C(NCc1ccco1)C1CN(S(=O)(=O)c2ccccc2)CCN1S(=O)(=O)c1ccccc1 (centres undefined),·,1.4,-0.37,1,0.71,-18,7%,99,1.3
COC(=O)CNC(=O)c1ccc(=O)oc1,-1,-2.2,-0.011,1.1,-0.031,-1,4%,102,0.57
CSc1ncccc1C(=O)OCC(=O)c1cc2ccccc2o1,2,-0.1,-0.4,1.1,0.13,·,4%,130,-0.83
O=C(Nc1cccnc1)c1ccc(COCC(F)(F)F)cc1,2,-1.7,0,1,-0.66,-1,2%,101,0.0053

# More compounds follow.
SMILES,E coli RNAP,5HT1a ag,M1 antagonist,Autofluor 339,D1 mod,Hsp90 inh,NADH coupling,Her2 expr inh,M1 ag
Cc1onc(-c2ccccc2)c1C(=O)Nc1c(C)n(C)n(-c2ccccc2)c1=O,-2,-0.7,0.18,1.1,-0.67,-1,0%,121,0.0032
CS(=O)(=O)N(CC(=O)NC1CCCCCC1)Cc1ccccc1,2,-1.9,0.31,1.1,-1.2,-1,6%,119,0.23
Cc1cc(Nc2c(C)cccc2C)n2nc(C)nc2n1,7,-1.8,1,1.1,0.004,1,12%,68,0.55
Cn1c(Cl)cnc1C1CC(=O)c2cc(Cl)ccc2O1 (centres undefined),3,1.6,0.22,1.1,-0.51,-6,3%,-15*,-0.0087
CCn1c(=O)cc(SCC(=O)N2CCC(C)CC2)c2ccccc21,1,-1.6,0.089,1.3,0.71,1,8%,91,0.99
CN(C(=O)C1CCCO1)c1nnc(-c2cnccn2)s1 (centres undefined),3,0.4,-1.1,1.4,0.58,-2,11%,98,-0.26
Cc1cccc(NC(=O)CN2CCN(CC(=O)Nc3cccc(C)c3)CC2)c1,2,-0.4,-0.19,1.1,-0.66,-4,4%,85,0.41
CCN(CC)S(=O)(=O)c1cccc(-c2nnc(SCC(N)=O)n2CCc2ccccc2)c1,7,3.0,0.13,1,-0.65,1,2%,54,-0.66
O=C(NCc1ccc(F)cc1)N[C@@H](Cc1ccccc1)C(=O)O,5,-1.9,0.61,1.1,-0.65,0,6%,118,0.4
COc1ccc(C(c2nnnn2Cc2cccs2)N2CCC(C(N)=O)CC2)c(OC)c1 (centres undefined),·,3.6,0.41,1.1,-0.91,-4,8%,82,0.61
O=c1[nH]c2c(cc1CNCCN1CCOCC1)c(-c1cccc(F)c1)nn2-c1ccccc1,4,-1.9,-0.39,3.5*,0.025,1,20%,72,-0.35
COc1ccc(C2Sc3nncn3N2Cc2ccc(C#N)cc2)cc1 (centres undefined),4,2.5,-0.39,1.1,-0.46,-1,7%,109,-0.45
CC(C)c1cc(NCCCN2CCOCC2)n2c(nc3ccccc32)c1C#N,-30,6.6,0.16,2.3*,1.7,-2,0%[fluoresces],116,1.1
C=CCOc1cccc(C2C(C(=O)c3ccc(C)o3)=C(O)C(=O)N2c2nccs2)c1 (centres undefined),2,0.4,0.33,1.2,-0.32,6,3%,99,58*
Cc1ccc(F)cc1NC(=O)C1CCN(c2cnccn2)CC1,6,-0.9,0.12,1.5,-0.56,2,7%,82,-0.29
Cn1nnnc1SCC(=O)Nc1ccccc1N1CCCCC1,4,0.5,·,1.1,·,1,4%,94,·
O=C(CC12CC3CC(C1)CC(CC(=O)NC1=NCCS1)(C3)C2)NC1=NCCS1,0,-2.2,-0.97,1.1,0.28,2,7%,131,-1.2
Cc1ccc(-n2c(C)cc(C)c(C#N)c2=O)cc1Cl,7,2.1,0.91,1.3,0.028,-7,5%,54,0.021
CC(=O)c1sc2nc(SCC(=O)N3CCCCC3)[nH]c(=O)c2c1C,7,1.4,-0.08,2.7*,-0.08,-27,8%,95,2
CC1(C)CC(=O)c2cc(C(=O)N3CCN(CCO)CC3)c(=O)n(-c3ccc(Cl)cc3)c2C1,5,·,-0.46,1.1,0.9,·,7%,101,-0.8
Cc1noc(C)c1S(=O)(=O)N(C)CC(=O)NCc1ccccc1,-3,0.0,-0.68,1.1,0.28,2,7%,80,0.41
CCOC(=O)Nc1cccc(OCC(=O)Nc2ccccc2OC)c1,11,-2.7,0.59,1.1,0.25,-4,1%,101,0.44
O=C(CN1C2CCC1CC(NC(=O)Nc1ccccc1)C2)NCc1ccco1 (centres undefined),7,-1.8,0.13,1,·,-2,4%,93,-1.4
S=C(Nc1ccccn1)c1ccccn1,6,3.0,0.17,1,-2.6*,2,7%,65,-0.054
CCOc1ccc(C2=[N+]([O-])C(C)(C)N(O)C2(C)C)cc1,2,-5.3,2.7*,1,-0.2,-5,4%,92,3.6*
O=C(CC(NS(=O)(=O)c1ccc(Cl)cc1)c1ccco1)NCc1ccco1 (centres undefined),5,-1.5,0.018,1.1,-0.36,-2,1%,89,-2.9*
COc1ccccc1N1CCN(S(=O)(=O)c2ccccc2)CC1,8,-4.4,-0.085,1.1,-0.28,-5,6%,·,-0.051
COc1cccc(C2C(C(N)=O)=C(C)Nc3nc(CCCO)nn32)c1OC (centres undefined),2,0.9,0.54,1.1,-0.24,-2,2%,94,-1
CCOC(=O)C1CCCN(C(=O)c2cccs2)C1 (centres undefined),2,-2.6,0.19,1,0.27,-1,1%,110,0.15
Cc1ccc(-n2c(Cc3cccn3C)nnc2SCC(=O)N2CCN(c3ccccc3)CC2)cc1,4,-2.4,0.015,1.4,0.7,-7,4%,88,-0.23
O=S(=O)(c1ccc(OCC(O)CN2CCC(Cc3ccccc3)CC2)cc1)N1CCOCC1 (centres undefined),6,4.9,-1*,1,-1.2,0,2%,75,-0.38
CCCCOc1ccc(-c2nnn(C(C)C(=O)OCC)n2)cc1 (centres undefined),-3,-1.0,-0.056,1.1,-0.44,-4,7%,126,0.0073
COCCCN1C(=O)c2ccc(C(=O)Nc3ccc(OC)cc3OC)cc2C1=O,5,0.8,-0.27,1.2,-0.047,-3,9%,97,-0.47
Cc1cccn2c(=O)c3cc(C(=O)NC(C)C)c(=N)n(Cc4ccncc4)c3nc12,-5,4.8,·,3.7*,-0.37,-5,7%[fluoresces],80,·
COc1ccc(Cn2nnnc2C(c2ccccn2)N2CCN(c3cc(Cl)ccc3C)CC2)cc1 (centres undefined),-5,-0.3,0.83,1,0.0038,-3,3%,87,-0.75
CCCn1c(C2CC(=O)N(c3cc(OC)ccc3OC)C2)nc2ccccc21 (centres undefined),9,-2.9,-0.24,1.1,-0.11,-2,6%,113,3.7*
O=C(CSc1nnc(C2COc3ccccc3O2)o1)Nc1nccs1 (centres undefined),6,1.2,1,1.1,·,-1,1%,56,-1.1
O=C(NCc1ccc(N2CCCC2=O)cc1)NC1CCCCC1,2,0.1,0.77,1.1,-0.00053,-5,4%,38,-0.81
O=C(NCC(c1cccnc1)N1CCOCC1)Nc1ccccc1 (centres undefined),6,3.8,-1.4,1,-0.36,-1,6%,102,1.6
COc1cccc(NC(=O)C2C3C=CC4(O3)C2C(=O)N(C(C)C)C4C(=O)NC2CCCCC2C)c1 (centres undefined),7,-0.2,0.93,1,0.72,2,4%,119,-0.56
CCCCSc1nnc([C@@H]2CCCN2C(=O)OC(C)(C)C)o1,8,-0.9,0.39,1,0.11,-3,2%,63,-0.36
CCNC(=O)NC(=O)COc1ccccc1C#N,-1,-1.6,-0.39,1.1,-0.96,-2,8%,69,0.22
CCOC(=O)N1CCC(NC(=O)Cn2ncn3c(cc4sc(CC)cc43)c2=O)CC1,3,-0.1,0.71,1.1,0.84,-6,6%,115,1.1
COc1cccc(N2CCN(C(=O)c3ccc(N4C(=O)NC5CC4(C)Oc4ccccc45)cc3)CC2)c1 (centres undefined),3,-2.1,0.26,1.2,-0.096,2,4%,90,-0.82
O=c1c2ccccc2sn1-c1ccc(S(=O)(=O)N2CCCCC2)cc1,6,0.6,-0.13,1,-0.19,-4,11%,138,-0.05

# Looked up above.
# O=C(NCC(c1cccnc1)N1CCOCC1)Nc1ccccc1 (centres undefined) – Hsp90 inh: -1
# COc1cccc(N2CCN(C(=O)c3ccc(N4C(=O)NC5CC4(C)Oc4ccccc45)cc3)CC2)c1 (centres undefined) – Hsp90 inh: 2

# (more compounds)
SMILES,E coli RNAP,5HT1a ag,M1 antagonist,Autofluor 339,D1 mod,Hsp90 inh,NADH coupling,Her2 expr inh,M1 ag
Cc1ccc(NC(=O)NCCCN2CCOCC2)cc1,9,-0.8,0.76,1.1,0.27,-1,2%,74,0
Cc1ccc(S(=O)(=O)N(CCO)Cc2cc3ccc(C)c(C)c3[nH]c2=O)cc1,4,-0.5,0.038,1.5,-0.13,0,4%,97,-0.44
NC(=O)c1cc(N)ccc1N1CCCC1,·,-1.5,-0.26,1.6,-1.5,48,4%,77,0.64
CSc1nc(NC(C)(C)C)nc(Oc2ccc(=O)[nH]n2)n1,6,0.0,0.75,1,-0.27,2,2%,140,-0.45
COC(=O)c1ccc(OCC(O)CN2CCC(C)CC2)cc1 (centres undefined),4,0.9,-3.5*,1.1,-0.69,1,0%,110,0.94
CCc1ccccc1NC(=O)CN1CCC(NC(=O)COC)CC1,4,-2.5,-0.4,1.1,1,-2,9%,110,0.3
CCCOC(=O)c1ccc(Oc2cn[nH]c2-c2ccc(OC)cc2O)cc1,-2,-0.1,0.4,1.1,0.12,-1,5%,87,-0.95
Cc1cc(C)nc(NS(=O)(=O)c2ccc(NC(=O)C3CC(=O)N(c4ccccc4)C3)cc2)n1 (centres undefined),5,1.0,0.56,1.1,-1.2,0,5%,103,-0.1
